IL2 activator: activates IL-2 in a cell-based reporter assay; IL-2 activation reporter assay, cell-based qHTS; stimulated with anti-CD3/CD4/CD28 beads; in transgenic mouse T cells; activation, % (series mostly up to about 46 µM); 0.065% of 360,000 active; AID 652025; in the data active = activation above about 50%; inconclusive = mostly about 30% to 49%; also: 0% is about no effect
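Unstimulated transgenic mouse T cells; 60-min compound exposure; bead-based TCR/CD4/CD28 stimulation; 18 h culture, 37 degrees C; dual fluorescence (EGFP, DsRed) plate cytometry.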
PI5P4Ka inh: blocks human PI5P4K alpha kinase activity. max response, %. PI5P4Kalpha enzyme, ADP-Glo luminescence, 60 min; stronger effect = lower value. P48426. 1.2% of 330,000 active. AID 652105; active = max response of -50% or lower; inconclusive = between -30% and -50%; inactive = -30% or higher; also: value at the top dose of about 77 µM; % is scaled to controls: 0 for no effect and ±100 for the full control effect
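Enzyme plus substrate dispensed, test compounds pinned in, then ATP (5 microM final) added. After 60 min at RT, ADP-Glo reagent 1 for 45 min and reagent 2 for 30 min preceded luminescence imaging.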
Abeta rescue: A-beta toxicity reversal in yeast; AID 1347071; yeast expressing A-beta42, growth rescue, OD600, 48 h; response scale: 0% DMSO, 100% iron-clioquinol control; 0.063% of 410,000 active; Potency, µM (top dose mostly 46.1 µM), for the others: at the highest dose growth rescue, actives largely listed as activators; also: potency is read from the fitted curve at half-maximal effect; nearly all actives have a fitted effect of over 55% in size
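Growth rescue measured by 600 nm absorbance after 48 h yeast culture at 30 C with compound. Values normalized between DMSO and an equimolar ferric chloride plus clioquinol control.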
EPAC1 antag: antagonists of human EPAC1 | O95398 | 0.14% of 360,000 active | EPAC1 GEF assay, Rap1b-BODIPY-GDP exchange fluorescence | AID 720709 | Potency, µM (titrated, usually from 115 µM), for the others: at the highest dose activity change, negative = inhibition, usual class: inhibitors;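 also: potency is read from the fitted curve at half-maximal effect; plate controls were vehicle for no effect and positive control for full effect; nearly all actives have a fitted effect of over 50% in size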
Target sequence (O95398 whole entry, looked up): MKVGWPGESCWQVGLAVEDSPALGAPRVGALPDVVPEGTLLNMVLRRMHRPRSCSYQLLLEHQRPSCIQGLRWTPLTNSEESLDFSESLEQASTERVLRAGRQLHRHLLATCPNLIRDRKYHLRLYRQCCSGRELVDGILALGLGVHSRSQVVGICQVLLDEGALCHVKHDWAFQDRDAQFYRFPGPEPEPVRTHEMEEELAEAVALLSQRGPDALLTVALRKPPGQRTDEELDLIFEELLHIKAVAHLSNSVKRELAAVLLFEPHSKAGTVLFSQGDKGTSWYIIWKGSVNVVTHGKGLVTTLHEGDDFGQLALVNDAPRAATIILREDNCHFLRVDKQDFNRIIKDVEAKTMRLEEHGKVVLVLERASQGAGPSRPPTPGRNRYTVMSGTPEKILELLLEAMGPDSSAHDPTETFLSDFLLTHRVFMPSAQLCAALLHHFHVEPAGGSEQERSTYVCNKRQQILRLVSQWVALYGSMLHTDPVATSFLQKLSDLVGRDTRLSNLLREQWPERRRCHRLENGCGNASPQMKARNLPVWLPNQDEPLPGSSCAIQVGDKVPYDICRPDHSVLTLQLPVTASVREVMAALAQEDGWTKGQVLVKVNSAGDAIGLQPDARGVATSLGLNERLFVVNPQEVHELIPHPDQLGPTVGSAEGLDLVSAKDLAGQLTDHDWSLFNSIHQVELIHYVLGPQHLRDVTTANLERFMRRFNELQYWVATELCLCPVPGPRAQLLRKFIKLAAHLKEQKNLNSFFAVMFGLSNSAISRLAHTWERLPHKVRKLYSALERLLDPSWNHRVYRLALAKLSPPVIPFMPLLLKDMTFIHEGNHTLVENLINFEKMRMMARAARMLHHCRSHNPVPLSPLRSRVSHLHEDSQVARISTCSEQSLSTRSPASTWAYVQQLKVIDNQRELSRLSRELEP
FUS yeast rescue: rescues growth of FUS-expressing yeast. Potency, µM (highest dose often 76.6 µM), for inactives: top-dose growth rescue (activation), actives largely listed as activators. S. cerevisiae FUS-expressing, growth rescue, OD600, 24 h. 0.24% of 390,000 active. AID 1347120;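 also: potency is read from the fitted curve at half-maximal effect; plate controls were DMSO vehicle for no effect and reference control for full effect; nearly all actives have a fitted effect of over 55% in size; some results filed as inactive show a strong effect at the top dose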
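FUS-expressing yeast, raffinose-pregrown, induced in 2% galactose minimal medium at OD 0.005; compounds in a dilution series, 24hr at 30C. Growth restoration read as absorbance at 600 nm. CP55940 positive control, DMSO negative.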
PLK1 PBD inh: blocks phosphopeptide binding to human PLK1 polo-box domain; 2.8% of 360,000 active; Plk1 PBD binding of FITC phosphopeptide, fluorescence polarization; AID 720504; P53350; Potency, µM, for the others: max response, negative = inhibition, hits mostly inhibitors; also: potency is read from the fitted curve at half-maximal effect; series mostly up to about 57 µM; % is scaled to controls: 0 for no effect and ±100 for the full control effect; nearly all actives have a fitted effect of over 65% in size
WRN helicase inh: WRN helicase (human) inhibition | Q14191 | WRN helicase unwinding, fluorescent forked duplex, kinetic | Potency, µM (titrated, usually from 114 µM), inactives show at the highest dose activity change, negative = inhibition, usual class: inhibitors | 0.46% of 360,000 active; also: potency is read from the fitted curve at half-maximal effect; % is scaled to controls: 0 for no effect and ±100 for the full control effect; nearly all actives have a fitted effect of over 55% in size
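WRN at 20 nM final preincubated with compound 15 min at room temperature; reaction started with 100 nM fluorophore/quencher forked duplex oligonucleotide and 2 mM ATP final. Unwinding followed kinetically by red fluorescence (ex 525, em 598 nm).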
EPAC1 ag: EPAC1 (human) agonism; O95398; EPAC1 agonist qHTS, biochemical assay; response scale: 100% = response to 6.5 mM cAMP; Potency, µM (series often up to 154 µM), for inactives: at the top dose activation, most hits filed as activators; 0.073% of 360,000 active; AID 720707; also: potency is read from the fitted curve at half-maximal effect; nearly all actives have a fitted effect of over 60% in size
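Compounds were pinned as a concentration titration into mixtures of EPAC1 (100 nM), BODIPY-GDP-loaded Rap1B (250 nM) and GDP (50 uM). After 5 min at room temperature, fluorescence was followed for 30 min; activity was scaled to 6.5 mM cAMP.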
Numbers without * were called inactive; [ ] = another dose, or the depositor's remark. Unless noted, calls follow the shape of the dose curve; as a rule, active = well fitted curve in the direction sought with a large enough effect; inconclusive = small, poorly fitted or top-dose-only effect, or another doubt; inactive = no such curve, though single readings can be large; an effect the other way counts as inactive or inconclusive.

Start of the listing, in advance, two compounds:
How did Cc1ccc(Sc2ncccc2COC(=O)Nc2ccccc2)cc1 do in these assays?
IL2 activator: -0.6; PI5P4Ka inh: 5; Abeta rescue: 18%; EPAC1 antag: -19%; FUS yeast rescue: 3%; PLK1 PBD inh: -7%; WRN helicase inh: -9%; EPAC1 ag: -6%

What do the screens show for `OCCNc1nc2ccccc2nc1NCCO`?
IL2 activator: -0.5; PI5P4Ka inh: 6; Abeta rescue: 12%; EPAC1 antag: 4%; FUS yeast rescue: 2%; PLK1 PBD inh: -3%; WRN helicase inh: 3%; EPAC1 ag: 2%

Results, from the first entry:
How did Cc1ccc(Sc2ncccc2COC(=O)Nc2ccccc2)cc1 do in these assays?
IL2 activator: -0.6; PI5P4Ka inh: 5; Abeta rescue: 18%; EPAC1 antag: -19%; FUS yeast rescue: 3%; PLK1 PBD inh: -7%; WRN helicase inh: -9%; EPAC1 ag: -6%

What do the screens show for `OCCNc1nc2ccccc2nc1NCCO`?
IL2 activator: -0.5; PI5P4Ka inh: 6; Abeta rescue: 12%; EPAC1 antag: 4%; FUS yeast rescue: 2%; PLK1 PBD inh: -3%; WRN helicase inh: 3%; EPAC1 ag: 2%

Results for CCOC(=O)N1CCc2c(sc3ncn(C)c(=O)c23)C1 ?
IL2 activator: 1.3; PI5P4Ka inh: -3; Abeta rescue: -16%; EPAC1 antag: 18%; FUS yeast rescue: -2%; PLK1 PBD inh: 5%; WRN helicase inh: 5%; EPAC1 ag: 1%

How did O=C1CN(C(=O)CCN2CCOCC2)C(c2ccccc2)c2cc(Br)ccc2N1 (stereo unspecified) do in these assays?
IL2 activator: -0.3; PI5P4Ka inh: -1; Abeta rescue: -3%; EPAC1 antag: 0%; FUS yeast rescue: 10%; PLK1 PBD inh: -2%; WRN helicase inh: 4%; EPAC1 ag: 7%

How did CC(C)(C)NC(=S)NC(=O)C12CC3CCC(CC(C3)C1)C2 do in these assays?
IL2 activator: -0.2; PI5P4Ka inh: 0; Abeta rescue: inconclusive; EPAC1 antag: -11%; PLK1 PBD inh: -3%; WRN helicase inh: 1%; EPAC1 ag: 5%

Results for Oc1[nH]c2ccccc2c1N=NC(=S)NCC1CCCO1 (stereo unspecified) ?
IL2 activator: 1.1; PI5P4Ka inh: 5; Abeta rescue: -21%; EPAC1 antag: -20%; PLK1 PBD inh: -2%; WRN helicase inh: -11%; EPAC1 ag: -3%

How did Cc1ccc(NC(=O)[C@H](C)NC(=O)C2CCN(C(=O)[C@@H](N)CC(C)C)CC2)cc1 do in these assays?
IL2 activator: 0.1; PI5P4Ka inh: 1; Abeta rescue: -5%; EPAC1 antag: 9%; FUS yeast rescue: -23%; PLK1 PBD inh: 3%; WRN helicase inh: 7%; EPAC1 ag: 4%

Results for Cc1ccc(F)c(S(=O)(=O)NC(=O)C2(C)CCN2C(=O)c2cccc3ccccc23)c1 (stereo unspecified) ?
IL2 activator: 0.1; PI5P4Ka inh: 3; Abeta rescue: -2%; EPAC1 antag: 13%; FUS yeast rescue: -7%; PLK1 PBD inh: -11%; WRN helicase inh: 2%; EPAC1 ag: -10%

What do the screens show for `Cc1ccc(NC(=O)OCCN2CCN(S(=O)(=O)c3ccc(C)cc3)CCC2=O)cc1`?
IL2 activator: -0.5; PI5P4Ka inh: -5; Abeta rescue: -7%; EPAC1 antag: 4%; FUS yeast rescue: inconclusive; PLK1 PBD inh: 6%; WRN helicase inh: 19%; EPAC1 ag: -19%

Results for Cc1nc(-c2ccccc2)cc(N2CCCC2)n1 ?
IL2 activator: -0.7; Abeta rescue: 5%; EPAC1 antag: 9%; FUS yeast rescue: 3%; PLK1 PBD inh: -1%; WRN helicase inh: -2%; EPAC1 ag: -4%

What do the screens show for `O=C(Nc1cccc(-c2cnc3ccccc3n2)c1)c1ccco1`?
IL2 activator: -0.4; PI5P4Ka inh: 2; Abeta rescue: -22%; EPAC1 antag: -2%; FUS yeast rescue: 19%; PLK1 PBD inh: -9%; WRN helicase inh: 2%; EPAC1 ag: 11%

How did Cc1cccc(N(CC(=O)NCC2CCCO2)C(=O)CNS(=O)(=O)c2ccc(Cl)cc2)c1 (stereo unspecified) do in these assays?
IL2 activator: -0.6; PI5P4Ka inh: 2; Abeta rescue: -11%; EPAC1 antag: -5%; FUS yeast rescue: 20%; PLK1 PBD inh: -12%; WRN helicase inh: 0%; EPAC1 ag: 4%

Results for COc1ccc(NC2CCCN(C(=O)c3ccc(C(C)=O)cc3)C2)cc1 (stereo unspecified) ?
IL2 activator: -3.1; PI5P4Ka inh: -3; Abeta rescue: 11%; EPAC1 antag: 1%; FUS yeast rescue: 29%; PLK1 PBD inh: -8%; WRN helicase inh: -12%; EPAC1 ag: -9%

Results for O=C(O)c1cccc(CSc2nc(-c3ccc(Cl)cc3)cc(C(F)(F)F)n2)c1 ?
IL2 activator: -1.4; Abeta rescue: -29%; EPAC1 antag: -5%; FUS yeast rescue: 58%; PLK1 PBD inh: 27µM*; WRN helicase inh: -19%; EPAC1 ag: 2%

What do the screens show for `O=C1CCCC(=O)C1=Cc1c[nH]c2ccccc12`?
IL2 activator: -2.8; PI5P4Ka inh: -1; Abeta rescue: -2%; EPAC1 antag: -8%; FUS yeast rescue: 9%; PLK1 PBD inh: -20%; WRN helicase inh: 3%; EPAC1 ag: 10%

What do the screens show for `COc1ccc(-n2nc(C(=O)NCC(=O)NCCCN3CCC(C)CC3)c3ccccc3c2=O)cc1Cl`?
IL2 activator: -0.4; PI5P4Ka inh: 5; Abeta rescue: -16%; EPAC1 antag: -17%; FUS yeast rescue: 4%; PLK1 PBD inh: -16%; WRN helicase inh: -1%[57.1 µM]; EPAC1 ag: 1%

Results for Cc1ccc(S(=O)(=O)N(C)C)cc1NC(=S)NC12CC3CC(CC(C3)C1)C2 ?
IL2 activator: 1.0; PI5P4Ka inh: 0; Abeta rescue: inconclusive; EPAC1 antag: -13%; FUS yeast rescue: inconclusive; PLK1 PBD inh: -20%; WRN helicase inh: 0%; EPAC1 ag: 12%

Results for O=C(Nc1ccc(O)cc1)c1ccc(NC(=O)c2ccco2)cc1 ?
IL2 activator: -3.3; PI5P4Ka inh: -1; Abeta rescue: -5%; EPAC1 antag: -4%; FUS yeast rescue: 5%; PLK1 PBD inh: -9%; WRN helicase inh: -17%; EPAC1 ag: -1%

What do the screens show for `CC1CC(=O)N(c2ccc(NCc3ccccc3Cl)c([N+](=O)[O-])c2)C1=O` (stereo unspecified)?
IL2 activator: 0.1; PI5P4Ka inh: 0; Abeta rescue: 18%; EPAC1 antag: 4%; PLK1 PBD inh: -2%; WRN helicase inh: -2%; EPAC1 ag: -29%

How did CCCCc1cc(=O)oc2cc(C)cc(OCC(=O)NCc3ccccn3)c12 do in these assays?
IL2 activator: 9.0; PI5P4Ka inh: -3; Abeta rescue: 2%; EPAC1 antag: -2%; FUS yeast rescue: 28%; PLK1 PBD inh: -4%; WRN helicase inh: -4%; EPAC1 ag: -12%

Results for C[C@H]1COC(=O)[C@H](Cc2ccc(F)cc2)C/C=C\C[C@@H](CC(=O)N(CCO)Cc2ccccc2)C(=O)N1 ?
IL2 activator: -2.7; PI5P4Ka inh: -2; Abeta rescue: -12%; EPAC1 antag: -8%; FUS yeast rescue: 23%; PLK1 PBD inh: -14%; WRN helicase inh: -2%; EPAC1 ag: -14%

Results for CCN(CC)CCCn1c(=S)[nH]c2ccc(Cl)cc2c1=O ?
IL2 activator: -0.9; Abeta rescue: -5%; EPAC1 antag: 11%; FUS yeast rescue: 17%; PLK1 PBD inh: -12%; WRN helicase inh: 6%; EPAC1 ag: 3%

What do the screens show for `CCOC(=O)C1CCN(C(=O)c2ccc(C)o2)CC1`?
IL2 activator: -3.9; PI5P4Ka inh: -3; Abeta rescue: -9%; EPAC1 antag: -4%; PLK1 PBD inh: 0%; WRN helicase inh: 0%; EPAC1 ag: -3%

What do the screens show for `COC(=O)CCNC(=O)c1ccc2[nH]c(C)c(C)c2c1`?
IL2 activator: -0.9; PI5P4Ka inh: -1; Abeta rescue: 1%; EPAC1 antag: -21%; FUS yeast rescue: 22%; PLK1 PBD inh: 6%; WRN helicase inh: 1%[57.1 µM]; EPAC1 ag: -7%

How did CCCNS(=O)(=O)c1ccc(OCC(=O)N(C)Cc2ccccc2)cc1 do in these assays?
IL2 activator: -3.0; PI5P4Ka inh: 4; Abeta rescue: -2%; EPAC1 antag: 2%; FUS yeast rescue: -27%; PLK1 PBD inh: -1%; WRN helicase inh: 0%; EPAC1 ag: -4%

Results for CS(=O)(=O)N1CCC(C(=O)N2CCN(Cc3ccccc3)CC2)CC1 ?
IL2 activator: 2.7; PI5P4Ka inh: 1; Abeta rescue: 4%; EPAC1 antag: -3%; FUS yeast rescue: 0%; PLK1 PBD inh: -4%; WRN helicase inh: -3%; EPAC1 ag: 11%

How did NC(=O)c1ccc(Nc2nc(C(N)COCc3ccccc3)cs2)cc1 (stereo unspecified) do in these assays?
IL2 activator: 0.2; PI5P4Ka inh: 0; Abeta rescue: -11%; EPAC1 antag: -15%; FUS yeast rescue: -9%; PLK1 PBD inh: -5%; WRN helicase inh: -10%[57.1 µM]; EPAC1 ag: -4%

How did CCNC(=S)N1CCN(c2ccc([N+](=O)[O-])cc2)CC1 do in these assays?
IL2 activator: -0.9; PI5P4Ka inh: -13; Abeta rescue: -17%; EPAC1 antag: -2%; FUS yeast rescue: -5%; PLK1 PBD inh: 30µM*; WRN helicase inh: 11%; EPAC1 ag: -10%

How did CNC(=O)C1CC(=O)N(c2ccc(OCC(=O)Nc3ccccc3)cc2)C1 (stereo unspecified) do in these assays?
IL2 activator: -2.0; PI5P4Ka inh: -66*; Abeta rescue: 0%; EPAC1 antag: inconclusive; FUS yeast rescue: 10%; PLK1 PBD inh: -26%; WRN helicase inh: -27%; EPAC1 ag: -3%

How did CCc1c(C)nc2ccc(Br)cc2c1SCCC#N do in these assays?
IL2 activator: -1.9; PI5P4Ka inh: -7; Abeta rescue: -12%; EPAC1 antag: -9%; FUS yeast rescue: 8%; PLK1 PBD inh: inconclusive; WRN helicase inh: -3%; EPAC1 ag: -5%

Results for O=C(Nc1ccccc1C(=O)Nc1nnc(C(F)(F)F)s1)c1ccccc1Cl ?
IL2 activator: -5.4; PI5P4Ka inh: -3; Abeta rescue: -3%; EPAC1 antag: inconclusive; FUS yeast rescue: -5%; PLK1 PBD inh: 27µM*; WRN helicase inh: -31%; EPAC1 ag: -6%

How did Cn1ncc2c(NCc3ccccc3)nc(NCCCO)nc21 do in these assays?
IL2 activator: -2.1; PI5P4Ka inh: -2; Abeta rescue: 15%; EPAC1 antag: 13%; FUS yeast rescue: 2%; PLK1 PBD inh: -5%; WRN helicase inh: -3%[57.1 µM]; EPAC1 ag: 4%

Assay outcomes as filed in PubChem BioAssay.
